# aSyn 5UTR inh: MLPCN primary screen, SNCA 5' untranslated region; alpha-synuclein 5'UTR reporter, inhibitor activity; inhibition, % (tested at 7.5 µM); 300,000 compounds, 0.82% hits; AID 1813, 2009; in the data active = inhibition above about 60%;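 note: H4 neuroglioblastoma cells stably carrying SNCA 5'UTR luciferase fusion; 0% = DMSO wells and 100% = positive control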
# HIF act: HIF pathway transcriptional activators, primary screen, cell-based, U2OS HRE-luciferase, luminescence | activation, % at 7.5 µM (by protocol) | 300,000 compounds, 0.32% hits | U2OS HRE-luciferase reporter; normalized: DMSO 0%, desferrioxamine 100% | AID 1910, 2009;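 active = mean activation of at least 10% of the iron chelator positive control signal, with at least half of replicates also reaching 10%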
# HSF1 inhib: HSF1 inhibitors in luciferase reporter cells, primary screen, cell-based, NIH3T3, luminescence; 300,000 compounds, 0.77% hits; activity change, negative = inhibition, % at 7.5 µM (by protocol); NIH3T3-HGL HSE-luciferase, MG132-induced, luminescence 8 h; stronger effect = lower value; AID 2098, 2009;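 active = more than half of replicate wells show activity change below -50%, luminescence cut by over half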;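 note: luciferase reports HSF-1 transcriptional activity via heat shock element; 0% = median of DMSO wells and -100% = zero luminescence signal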
# IEC-6 tox: cytotoxicity in IEC-6 intestinal epithelial cells, primary screen, cytotoxicity control for KLF5 inhibitor project, cell-based, luminescence; IEC-6 cytotoxicity, luminescence viability; inhibition, % at 5 µM; 290,000 compounds, 0.78% hits; AID 1825, 2009; in the data active = inhibition above about 22%;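 note: 0% = plate median of test compound wells and 100% = cytotoxic reference compound wells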
# AI-2 QS modul: Vibrio harveyi AI-2 quorum sensing modulators, primary screen, JMH597 strain, luminescence/OD600 ratio; Vibrio harveyi JMH597 AI-2 luminescence/OD600 ratio, 9 h; stronger effect = lower value; strain lacks LuxN and CqsS sensors; 0 = neutral-control median; activity change, % at 7.5 µM; 300,000 compounds, 0.4% hits; AID 2094, 2009; in the data active = activity change below about -75%, passing the limit was not always enough;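 note: luminescence divided by OD600 gain over 9 h not by final OD600 alone; inactives centre near 13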
# HSP90 refold inh: HSP90 inhibitors, primary screen, cell lysate, luminescence. inhibition, % at 5.6 µM. Rabbit reticulocyte lysate, luciferase refolding luminescence, 3 h. AID 1789, 2009. 290,000 compounds, 0.91% hits;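 active = inhibition above the screen-wide mean plus 3 SD, computed separately per campaign, cut at about 16% in these data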;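 note: 0% = DMSO wells and 100% = 60 µM geldanamycin wells; inhibitors lower the luminescence because luciferase stays unfolded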
# HSF-1 act: HSF-1 activators, primary screen, NIH3T3-HGL cells, MG132 stress, luminescence, single point. activation, % at 9 µM. NIH3T3-HGL HSF-1 luciferase reporter, 8 h; 100% = twice DMSO control signal. 300,000 compounds, 1.7% hits;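 active = mean replicate activation of at least 50% with a set share of replicates each reaching 50%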;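 note: 0% = median of the neutral control wells and 100% = twice that signal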
# GSK3beta inhib: human GSK3beta kinase inhibitors, primary screen, biochemical, cell-free homogeneous, HTS; AID 2097, 2009; activity score (negative = inhibition), % at 10 µM; 300,000 compounds, 0.038% hits; GST-GSK3beta kinase, ADP-Glo luminescence, 60 min; stronger effect = lower value;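 active = more than half of replicate wells score below -50%, meaning over 50% inhibition versus plate controls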;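 note: 0% = median DMSO wells and -100% = median GW8510 positive control wells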
# Target sequence (P49841 whole entry, looked up): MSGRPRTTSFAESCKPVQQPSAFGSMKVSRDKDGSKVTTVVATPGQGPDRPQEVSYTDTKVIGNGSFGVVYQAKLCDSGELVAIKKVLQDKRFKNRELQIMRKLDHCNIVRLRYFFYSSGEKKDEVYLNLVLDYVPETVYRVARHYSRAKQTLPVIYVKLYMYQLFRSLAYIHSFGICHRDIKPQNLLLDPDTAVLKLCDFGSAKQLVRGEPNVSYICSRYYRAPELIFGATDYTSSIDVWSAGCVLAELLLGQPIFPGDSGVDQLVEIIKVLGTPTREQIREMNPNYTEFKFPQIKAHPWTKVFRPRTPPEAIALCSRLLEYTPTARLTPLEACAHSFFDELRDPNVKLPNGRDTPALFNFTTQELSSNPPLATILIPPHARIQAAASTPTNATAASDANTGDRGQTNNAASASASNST
#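 Test system: GST-fused GSK3beta enzyme, cell-free | Quantity: 1.6 ng GST-GSK3beta enzyme per well | Reagent: 25 µM ATP with peptide substrate | Schedule: 60 min enzyme reaction, room temperature | Signal: Luminescent ADP-Glo measurement of ADP formed | Read-out basis: Score relative to plate controls | Control set: DMSO and 20 µM GW8510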
# KLF5 inhibitor: KLF5 expression inhibitors, primary screen, DLD-1 cells, luminescence; DLD-1 KLF5 promoter-luciferase reporter; inhibition, % at 5 µM; 290,000 compounds, 0.23% hits; AID 1700, 2009;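 active = inhibition above a per-plate limit of that plate's mean compound inhibition plus 3 SD, cut at about 60% in these data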;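 note: 0% = DMSO wells and 100% = LY294002 at 200 µM; higher means less KLF5 promoter-driven luciferase light; inactives centre near -14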
# GSK3A inh: blockers of GSK3A enzyme activity – biochemical, luminescence, cell-free homogeneous, HTS, primary screen. Glycogen synthase kinase-3 alpha (Homo sapiens), P49840. GSK-3 alpha kinase, ADP-Glo luminescence, 60 min. inhibition, % at 10 µM. 320,000 compounds, 0.1% hits. AID 2650, 2010;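 in the data active = inhibition above about 50%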;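 note: GST-tagged GSK-3 alpha with peptide substrate and 25 µM ATP; 0% = DMSO neutral wells and 100% = GW8510 positive control wells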
# Target sequence (P49840 whole entry, looked up): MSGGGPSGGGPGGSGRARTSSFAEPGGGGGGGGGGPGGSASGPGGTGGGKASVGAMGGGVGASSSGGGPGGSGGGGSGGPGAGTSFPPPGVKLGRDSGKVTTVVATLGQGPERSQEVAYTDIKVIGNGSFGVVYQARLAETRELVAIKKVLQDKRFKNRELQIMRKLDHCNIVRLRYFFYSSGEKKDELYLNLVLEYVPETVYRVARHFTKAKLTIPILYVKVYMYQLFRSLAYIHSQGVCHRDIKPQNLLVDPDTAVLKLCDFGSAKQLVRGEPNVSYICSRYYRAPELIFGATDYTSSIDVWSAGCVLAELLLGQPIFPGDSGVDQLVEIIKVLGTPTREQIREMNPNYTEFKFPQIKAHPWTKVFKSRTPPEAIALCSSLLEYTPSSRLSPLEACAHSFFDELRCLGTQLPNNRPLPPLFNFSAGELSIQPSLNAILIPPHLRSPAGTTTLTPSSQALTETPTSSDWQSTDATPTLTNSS
# An asterisk follows results filed as active; nt = no result given.
# Results follow in this order: HIF act, KLF5 inhibitor, HSF1 inhib, HSF-1 act, GSK3A inh, aSyn 5UTR inh, IEC-6 tox, HSP90 refold inh, AI-2 QS modul, GSK3beta inhib
N/C(=N\OC(=O)COc1ccc(Br)cc1)c1cccc([N+](=O)[O-])c1
    0.5, -25, -14, -4, -4, 0, -3, -1, 28, -2
Cc1onc(-c2ccccc2Cl)c1C(=O)NCc1ccccn1
    -0.3, -31, -6, -11, 1, 33, 5, -1, 29, -1
O=S(=O)(Nc1ccccn1)c1ccc(C(F)(F)F)cc1Cl
    -0.9, 6, -3, -1, 0, 1, 8, 8, -11, 1
O=C(CCC(=O)Nc1ccccc1)N/N=C/C=C/c1ccccc1
    0.4, -34, 5, 26, -4, 5, 5, -2, 3, 5
COc1ccc(-c2noc(C3CCCN(C(=O)c4cccc(C)c4)C3)n2)cc1 (stereo unspecified)
    -1.6, -15, 3, 12, 4, -4, -1, -2, 13, -1
Cc1ccccc1-c1nc(CS(=O)(=O)CC(=O)NCCCN2CCCC2=O)c(C)o1
    0.0, 3, 4, 3, -1, 9, -4, -3, 20, 1
COc1cccc(NC(=O)CCN2C(=O)c3cccc([N+](=O)[O-])c3C2=O)c1
    -1.1, -42, 4, 3, -3, 13, -3, 1, 21, 1
CCc1ccccc1NC(=O)Nc1cccs1
    -0.1, -15, 9, 5, -1, 12, 0, 0, 14, -1
O=C1NC(=S)N/C1=C/c1cccnc1
    2.1, -25, -13, -15, 2, -11, 4, 1, 11, -9
O=C(CC12CC3CC(CC(C3)C1)C2)Nc1ccccc1N1CCOCC1
    -0.6, -9, -10, 5, 1, 9, 3, 3, 30, -2
Cc1oc(/N=C/c2ccc(F)cc2)c(C#N)c1C
    0.7, -8, -2, -21, 1, 11, 1, -2, 3, 1
C=CCN(CC=C)Cc1nc(N)nc(Nc2ccccc2C)n1
    0.2, -13, 0, 0, -3, 20, -2, -1, 20, 3
Cc1[nH]n(-c2ccccc2)c(=O)c1N=Nc1ccc(C(N)=O)cc1
    0.2, 6, -1, -9, 0, -3, 7, 25*, 12, 1
O=C1NC2(CCCCO2)CO1 (stereo unspecified)
    -2.6, -10, -5, -12, 2, -20, 2, -3, 14, 0
CCOC(=O)c1c(N)sc2c(NC(C)=O)cccc12
    -7.9, -20, -6, -3, -1, 3, 4, -4, 21, -1
COC(=O)c1cc2sccc2n1CC(=O)Nc1cc(OC)cc(OC)c1
    nt, -30, 0, 10, -1, -1, 5, 0, 25, -4
Cc1cc(F)ccc1S(=O)(=O)N1CCCOC1CNC(=O)C(=O)NCCCN1CCOCC1 (stereo unspecified)
    -0.3, 3, -10, -8, -1, 9, 1, -3, 9, 3
Cc1c(C(=O)N2CCCC2)oc2c1-c1[nH]ncc1CC2
    0.1, 1, 0, -4, 5, -12, 4, 5, 20, 2
CNC(=O)COc1ccccc1C(=O)Nc1ccc2c(c1)oc1ccccc12
    -0.2, -34, -38, -47, 0, 1, -2, -7, 8, 0
CN(C)C(=S)Nc1cccc(C(F)(F)F)c1
    -0.4, 6, -3, 2, 2, -7, -2, -1, 16, 0

# In the list so far, 2 have an NH in an aromatic ring:
# Results follow in this order: HIF act, KLF5 inhibitor, HSF1 inhib, HSF-1 act, GSK3A inh, aSyn 5UTR inh, IEC-6 tox, HSP90 refold inh, AI-2 QS modul, GSK3beta inhib
Cc1[nH]n(-c2ccccc2)c(=O)c1N=Nc1ccc(C(N)=O)cc1
    0.2, 6, -1, -9, 0, -3, 7, 25*, 12, 1
Cc1c(C(=O)N2CCCC2)oc2c1-c1[nH]ncc1CC2
    0.1, 1, 0, -4, 5, -12, 4, 5, 20, 2

# Back to the main list; the 2 compounds before the break are reprinted first.
# Results follow in this order: HIF act, KLF5 inhibitor, HSF1 inhib, HSF-1 act, GSK3A inh, aSyn 5UTR inh, IEC-6 tox, HSP90 refold inh, AI-2 QS modul, GSK3beta inhib
CNC(=O)COc1ccccc1C(=O)Nc1ccc2c(c1)oc1ccccc12
    -0.2, -34, -38, -47, 0, 1, -2, -7, 8, 0
CN(C)C(=S)Nc1cccc(C(F)(F)F)c1
    -0.4, 6, -3, 2, 2, -7, -2, -1, 16, 0
CCOCCCNc1nc2c(c(=O)n(C)c(=O)n2C)n1CCCc1ccccc1
    0.1, 15, -5, -1, 1, 1, 9, 1, 36, 2
Cc1cc(C)nc(N2CCN(c3nc(C)cc(C)n3)CC2)n1
    -1.1, -8, 7, 44, nt, -16, -4, -3, 8, 3
CCN(CC)c1ccc(C=Nc2cc(C)cc(C)c2)c(O)c1
    0.2, -34, 4, 19, 1, 16, -10, -5, 13, 1
CCOC(=O)C1CCN(S(=O)(=O)c2cccc(-c3cn4cc(C)ccc4n3)c2)CC1
    0.4, -13, 9, 11, -2, 4, -4, 1, 26, -1
COc1ccccc1NS(=O)(=O)c1ccc2c(c1)CCN2C(=O)CCC(=O)O
    -0.1, 2, 1, -1, -2, -6, 3, 1, 4, 4
O=C(CC(Sc1ccc(Br)cc1)C(=O)O)c1ccc(F)cc1 (stereo unspecified)
    -8.4, -24, -6, -28, -4, -9, 0, 1, 1, 3
CC(=O)c1cccc(NC(=O)C(NC(C)C)c2ccccc2)c1 (stereo unspecified)
    -1.2, -33, -7, 0, -1, -27, -4, -4, 14, -2
CN(C)CC1CCCCC1OC(=O)c1ccc(Cl)cc1Cl (stereo unspecified)
    -0.2, -14, 0, -2, -4, 8, 1, 3, 14, 2
CCN1c2ccccc2-c2nc3ccccc3n2C1c1cccs1 (stereo unspecified)
    -0.1, -13, 7, 24, -2, -12, 3, 1, 27, 2
COc1ccc(/C=C(\C#N)C(=O)Nc2ccccn2)cc1
    1.4, -26, 24, 75*, -3, -23, -1, 4, -8, -5
O=C(Cc1cccs1)NCc1cccs1
    0.4, -33, -3, -4, -1, -19, -3, 0, 51, 1
CCOC(=O)c1cccc(NC(=O)CSc2nc3cccnc3n2C)c1
    nt, 20, nt, nt, 0, nt, 2, 2, nt, nt
COc1ccc(COC(=O)c2cccc(S(=O)(=O)N3CCN(C(C)=O)CC3)c2)cc1
    -0.7, nt, -3, -11, 3, -9, nt, nt, -1, -38
CCCCn1nc2cc(C(=O)NCC3CC3)ccc2c1OCC
    -0.4, -10, -1, 7, -5, 25, -1, -1, 2, -2
Cc1sc(NC(=O)c2ccccc2)c(C(=O)c2ccccc2)c1C
    0.0, -4, 1, 15, 0, 15, 3, -2, 13, 2
COC(C[C@H]1O[C@@H]1C(=O)COCc1ccccc1)OC
    0.8, nt, -8, 6, -2, -2, nt, nt, 14, -2
C(=N\n1cncn1)/c1ccc(N2CCOCC2)cc1
    -0.5, -27, -45, -55, 1, 9, -3, -2, 9, -1
CCN(CCn1cccn1)C(=O)c1cc(COc2ccccc2SC)on1
    4.3, -211, 24, 45, -3, -90, -5, -8, 16, 0
COC(=O)C1=C(C)N(c2cc(C)cc(C)c2)/C(=C/c2ccc(O)cc2)C1=O
    -0.1, -7, 7, 22, -1, 0, -4, 1, 34, -6
COC(=O)c1ccc(NC(=O)C(=O)N2CCN(C(=S)Nc3cccc(OC)c3)CC2)cc1
    0.5, -34, 3, -3, -4, 1, 4, 5, 19, 1
O=C(COC(=O)CNC(=O)c1ccc(Cl)cc1)Nc1cccc(S(=O)(=O)N2CCCC2)c1
    0.1, -3, 0, 9, -2, 10, -2, 2, 13, 1
Cc1ccc2c(Cl)c(C(=O)N/N=C/c3cccn3C)sc2c1
    -16, -23, 24, 36, 0, -135, -2, 3, 18, 3
Cc1nn(-c2ccccc2Cl)c(Cl)c1/C=C(\C#N)C(N)=O
    0.6, -37, 6, 14, -1, -28, 0, 1, 19, -2
O=C(CNc1ccccc1)N/N=C/c1ccc2c(c1)OCCO2
    1.0, -12, 1, 4, 2, -40, 1, 4, -1, -2
CCC(=O)N1CCN(c2ccnc3cc(Cl)ccc23)CC1
    0.6, 13, -9, 5, 5, -4, 5, 2, nt, -7
O=C(CCN1C(=O)c2ccccc2C1=O)Nc1ccc(-c2cn3ccsc3n2)cc1
    -0.4, -76, 11, 12, -1, -2, -2, 0, 15, 3
OC(CCN1CCOCC1)(c1ccc(Cl)cc1)C1CCCCC1 (stereo unspecified)
    -0.1, -27, -2, 5, 1, -18, -2, 8, 15, 3
CCc1ccc(N2CC(C(=O)NC3CC3)CC2=O)cc1 (stereo unspecified)
    -0.3, -8, -1, -21, 0, -6, 8, 2, 16, 1
NC1=C(c2ccc(F)cc2)C(=O)CS1
    0.1, -15, -1, 7, -1, -12, 2, 5, 11, 2
Cc1ccc(/C(O)=C2/C(=O)C(=O)N(c3ccccn3)C2c2cccc([N+](=O)[O-])c2)cc1 (stereo unspecified)
    -0.5, -2, 12, 18, -2, 3, -8, 1, 22, 0
CC(C)=CCc1c(O)c(CC=C(C)C)c2c(c1O)C(=O)CC(c1ccc(O)cc1)O2 (stereo unspecified)
    -0.3, -36, 17, 29, 0, 35, 0, -3, 44, 0
COc1ccc(N(CC(=O)Nc2cccc3ccccc23)S(C)(=O)=O)cc1
    -8.6, -36, -1, 13, 1, -11, -6, 2, -6, 1
CCn1c(CCC(=O)Nc2cc(F)ccc2C)nc2cc(S(=O)(=O)N(C)C)ccc21
    0.0, -21, 3, 3, -3, 7, -1, 1, 16, -4
CCN1C(=O)[C@H]2[C@@H](c3ccc(-c4ccc(F)cc4)c(OC)c3)N[C@@](CC(C)C)(C(=O)OC)[C@H]2C1=O
    -0.5, nt, 8, 14, -2, 53, nt, nt, 36, 1
O=C(Nc1nc2c(s1)CN(Cc1ccccc1)CC2)C1CCCC1
    2.9, -8, -2, 31, -2, -82, -6, -3, 47, 2

# Looked up above:
# Entry for `O=C(CNc1ccccc1)N/N=C/c1ccc2c(c1)OCCO2` under IEC-6 tox: 1
# Entry for `CCn1c(CCC(=O)Nc2cc(F)ccc2C)nc2cc(S(=O)(=O)N(C)C)ccc21` under GSK3beta inhib: -4
# Entry for `CCc1ccc(N2CC(C(=O)NC3CC3)CC2=O)cc1` (stereo unspecified) under aSyn 5UTR inh: -6

# Single records (already shown):
# CCc1ccc(N2CC(C(=O)NC3CC3)CC2=O)cc1 (stereo unspecified) across the screens: HIF act = -0.3; KLF5 inhibitor = -8; HSF1 inhib = -1; HSF-1 act = -21; GSK3A inh = 0; aSyn 5UTR inh = -6; IEC-6 tox = 8; HSP90 refold inh = 2; AI-2 QS modul = 16; GSK3beta inhib = 1
# CC(C)=CCc1c(O)c(CC=C(C)C)c2c(c1O)C(=O)CC(c1ccc(O)cc1)O2 (stereo unspecified) across the screens: HIF act = -0.3; KLF5 inhibitor = -36; HSF1 inhib = 17; HSF-1 act = 29; GSK3A inh = 0; aSyn 5UTR inh = 35; IEC-6 tox = 0; HSP90 refold inh = -3; AI-2 QS modul = 44; GSK3beta inhib = 0
